Source: PubChem BioAssay (National Center for Advancing Translational Sciences (NCATS))
D1 potentiator: human D1 dopamine receptor positive modulation. 360,000 tested, 0.036% active. potentiation, % at 10 µM. P21728. HEK293 TREx D1 cells, calcium flux, dopamine EC20 potentiation; in the data active = potentiation above about 30%; note: 0% is about no effect
Target sequence (P21728 whole entry, looked up): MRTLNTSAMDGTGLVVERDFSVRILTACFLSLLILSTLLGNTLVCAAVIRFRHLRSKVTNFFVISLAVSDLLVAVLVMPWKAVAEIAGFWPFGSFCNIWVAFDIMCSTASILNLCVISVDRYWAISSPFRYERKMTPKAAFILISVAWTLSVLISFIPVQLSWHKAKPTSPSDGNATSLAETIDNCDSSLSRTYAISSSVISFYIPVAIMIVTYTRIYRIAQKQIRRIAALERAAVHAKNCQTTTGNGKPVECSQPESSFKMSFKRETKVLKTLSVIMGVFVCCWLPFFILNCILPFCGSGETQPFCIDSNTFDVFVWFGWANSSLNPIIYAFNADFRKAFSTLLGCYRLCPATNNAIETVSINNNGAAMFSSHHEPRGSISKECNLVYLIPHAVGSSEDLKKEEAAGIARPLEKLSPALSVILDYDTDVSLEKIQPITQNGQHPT
D1 antag: human D1 dopamine receptor antagonism | P21728 | HEK293 TREx D1 cells, calcium flux, dopamine EC80; hits give low values | activity change, negative = inhibition, % at 10 µM | 360,000 tested, 3.2% active | AID 504652; in the data active = activity change below about -30%; note: % is set by controls: 0 for no effect and ±100 for the full control effect
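Allosteric or orthosteric antagonism assessed as attenuation of the calcium response to EC80 dopamine, added 180 s after compound, in induced HEK293 Trex D1 cells loaded with no-wash calcium dye.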
LDHA inh: blocks human lactate dehydrogenase A | P00338 | purified LDHA, NADH/diaphorase-resazurin fluorescence; hits give low values | activity change, % (values are at about 110 or 230 µM) | 480,000 tested, 0.15% active; in the data active = activity change below about -30%; inconclusive = mostly about -25% to -30%;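 note: plate controls were DMSO wells for no effect and wells without enzyme for full effect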
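LDH5 2 nM; NADH 0.06 mM, pyruvate 0.2 mM; 200 mM Tris pH 7.4, EDTA, Tween-20; 5 min RT. Detection: diaphorase 0.133 mg/mL + resazurin 37 µM, fluorescence ex540/em590 at 0 and 20 min; normalized to enzyme-free and DMSO wells.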
GRP78 ERSR act: inducers of ER stress response in human glioma cells | U87-MG GRP78 promoter luciferase reporter, 16 h | Potency, µM, inactives show at the top dose activation, hits mostly activators | 420,000 tested, 0.02% active | AID 602332; note: potency is the fitted concentration of half-maximal effect; series mostly up to about 76 µM; % of control where 0% means no effect; nearly all actives have a fitted effect of over 35% in size
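ERSR induction read as luciferase luminescence (Bright-Glo, 10 min at room temperature) in stably transfected human U87-MG glioma cells exposed to compounds for 16 h, using GRP78 as sensor.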
Vif-A3G inh: inhibitors of Vif-APOBEC3G interaction; Q9HC16; HeLa A3G-eYFP + Vif (tagged APOBEC3G with the HIV-1 protein that degrades it), YFP fluorescence, overnight; Potency, µM (doses to about 46.1 µM), inactives show at the top dose activity, negative = active, usual class: inhibitors; 410,000 tested, 0.076% active; AID 602310;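 note: potency is the fitted concentration of half-maximal effect; % is set by controls: 0 for no effect and ±100 for the full control effect; nearly all actives have a fitted effect of over 60% in size; hits raise eYFP signal because A3G escapes Vif-driven loss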
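HeLa cells stably expressing Vif and C-terminally eYFP-tagged A3G, seeded overnight at 37 deg C, then exposed to compound by pintool overnight at 37 deg C. Rise in yellow fluorescence (Ex 488/Em 500-530, Acumen) marks blocked Vif-driven A3G degradation.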
D1 agonist: agonists of human D1 dopamine receptor; AID 504660; 360,000 tested, 1% active; activation, % at 2 µM; P21728; HEK293 T-REx D1 cells, calcium flux, agonist mode; in the data active = activation above about 30%; note: 0% is about no effect
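Tetracycline-induced HEK293 TREx D1 cells, force-coupled to calcium signalling, were dye-loaded with a no-wash calcium kit. Compound was pin-added after a 10 s baseline. Fluorescence was read kinetically at 1 cycle/s for 180 s, with calcium rises flagged as agonism.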
RXFP1 agonist: activates the human relaxin receptor RXFP1; Q9HBX9; HEK293T-RXFP1 cAMP TR-FRET, 30 min; response scale: percent of porcine relaxin response, buffer zero; Potency, µM (titrated, usually from 57.5 µM), for the others: at the highest dose activation, hits mostly activators; 370,000 tested, 0.3% active; AID 2676; note: potency is the fitted concentration of half-maximal effect; % is set by controls: 0 for no effect and ±100 for the full control effect; nearly all actives have a fitted effect of over 60% in size; many of its hits are not listed in these tables
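cAMP rise read by TR-FRET after 30 min, 37C compound exposure (up to 58 uM) in RXFP1-transfected HEK293 cells with Ro 20174 present. EC50 from Hill-equation fits, with 29 nM porcine relaxin as 100% and buffer as basal.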
D2 PAM: positive allosteric modulators of human D2 dopamine receptor | 340,000 tested, 0.34% active | HEK293 T-REx D2, calcium flux, EC20 dopamine potentiation | P14416 | potentiation, % at 10 µM | AID 485347;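 active = potentiation over 3 SD above the plate norm, cut at about 30% in these data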; note: 0% is about no effect
Target sequence (P14416 whole entry, looked up): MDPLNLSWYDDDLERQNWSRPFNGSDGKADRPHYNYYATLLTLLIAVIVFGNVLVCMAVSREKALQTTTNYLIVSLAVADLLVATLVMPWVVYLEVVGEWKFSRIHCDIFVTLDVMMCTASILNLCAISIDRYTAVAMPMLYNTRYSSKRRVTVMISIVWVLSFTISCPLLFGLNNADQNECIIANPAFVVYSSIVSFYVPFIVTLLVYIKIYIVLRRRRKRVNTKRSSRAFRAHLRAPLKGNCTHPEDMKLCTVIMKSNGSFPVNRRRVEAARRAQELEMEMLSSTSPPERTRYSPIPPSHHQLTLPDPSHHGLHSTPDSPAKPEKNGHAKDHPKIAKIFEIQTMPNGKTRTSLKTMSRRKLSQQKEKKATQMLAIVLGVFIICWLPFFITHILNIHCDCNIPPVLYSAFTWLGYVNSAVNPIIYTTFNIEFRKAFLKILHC
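Using a no-wash calcium dye in inducible, force-coupled HEK293 Trex cells expressing D2, we tracked fluorescence each second for 180 s after compound, then for 180 s after EC20 dopamine to detect augmented signalling.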
Vif-A3F inh: inhibitors of Vif-A3F interaction; HeLa A3F-eYFP + Vif (tagged APOBEC3F with the HIV-1 protein that degrades it), YFP fluorescence increase; Potency, µM (titrated, usually from 46.1 µM), for the others: at the top dose activity, negative = active; 390,000 tested, 0.2% active; note: potency is the fitted concentration of half-maximal effect; % of control where 0% means no effect; nearly all actives have a fitted effect of over 65% in size
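Fluorescence increase (Ex 488/Em 500-530) after overnight compound treatment at 37 deg C flags inhibition of Vif-driven A3F-eYFP loss in stable HeLa A3F-eYFP/Vif cells seeded overnight beforehand.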
* hit, by the source's call; u = inconclusive; x = not tested or not shown; & = joins results of further samples. Unless noted, calls come from the whole dose curve; as a rule, active = well fitted curve in the direction sought with a large enough effect; inconclusive = small, poorly fitted or top-dose-only effect, or another doubt; inactive = no such curve, though single readings can be large; an effect the other way counts as inactive or inconclusive. This is a subset (hit frequency here may not be typical).

SMILES | D1 potentiator | D1 antag | LDHA inh | GRP78 ERSR act | Vif-A3G inh | D1 agonist | RXFP1 agonist | D2 PAM | Vif-A3F inh
Cc1cnc(C(=O)OC(C)C(=O)Nc2ccc(Cl)cn2)cn1 (stereo not drawn) | 3.0 | 9.7 | -1.1 | -2.4% | -0.4% | 5.2 | 2.6% | -11.3 | -6.5%
N/C(=N\OC(=O)CCCc1ccccc1)c1cccnc1 | -2.1 | -8.1 | -0.3 | 4.8% | -1.3% | 7.4 | -1.1% | 16.5 | 0.1%
CC(=O)c1ccccc1NC(=O)COC(=O)/C=C/c1cccs1 | -5.1 | 6.8 | -11.5 | -4.6% | -1.6% | 4.3 | 0.0% | 7.9 | -13.5%
COc1ccc(C(CC(=O)O)NC(C)=O)cc1OC (stereo not drawn) | 0.1 | 6.4 | 2.2 | -0.1% | -0.5% | 1.9 | -1.0% | 12.3 | -7.3%
O=C(Cc1cc(=O)[nH][nH]1)N/N=C/c1cccc(Cl)c1Cl | 1.6&1.3 | -7.5&3.8 | -1.2&0.7 | -2.2%&-4.6% | -7.3%&0.4% | 7.5&19.1 | 3.1%&-2.8% | -6.0&3.7 | -4.9%&-2.0%
Fc1ccccc1C1CCN(Cc2nc(CC3CC3)no2)C1 (stereo not drawn) | -0.2 | -5.8 | -1.1 | 3.2% | -6.4% | 0.0 | 0.7% | -11.4 | -11.0%
CN(C)S(=O)(=O)c1ccc(C(=O)NCc2cccs2)cc1 | -6.8 | 7.4 | -0.9 | 5.2% | 0.0% | 9.6 | 1.4% | 5.1 | -14.3%
O=C(Nc1ccc(Br)cc1)c1cccc(C(=O)Nc2ccc(Br)cc2)c1 | -2.2 | 6.2 | -13.7 | -1.4% | 4.1% | 4.8 | 2.9% | 8.9 | 0.3%
COc1ccc(NC(=S)NCc2cccnc2)cc1OC | -2.7 | 5.6 | 0.8 | -3.6% | 1.2% | 0.3 | 0.1% | 2.3 | 0.8%
COC(=O)c1ccc(N2CCOCC2)c(NC(=O)c2ccc(Br)o2)c1 | 1.4 | 5.7 | -6.7 | -3.6% | -1.6% | 0.9 | 4.9% | 6.8 | 0.2%
Cc1ccc(C2=NN(C(=S)Nc3ccccc3)C(c3ccco3)C2)cc1 (stereo not drawn) | -6.3 | 25.7 | 1.4 | 3.5% | -1.6% | -0.4 | 0.9% | 12.3 | -4.4%
CCOC(=O)c1cnn(C)c1NC(=O)c1ccc(Cl)cc1Cl | -6.0 | 2.2 | -1.6 | -1.3% | -0.9% | 2.8 | -1.8% | -0.2 | 11.7%
CCOC(=O)C1CCCN(C(=O)c2sc3nc(C)nc(N4CCOCC4)c3c2C)C1 (stereo not drawn) | 3.0 | 10.3 | -2.4 | -3.3% | -4.2% | 0.2 | 1.1% | 11.6 | -4.6%
Cc1ccc(CCN2CC(C(=O)NCCN(C)C)CC2=O)cc1 (stereo not drawn) | -6.1 | -13.1 | -10.3 | -2.5% | 2.5% | 1.8 | 0.5% | -4.5 | 1.1%
CCNC(=O)/C(C#N)=C/c1c(N2CCN(c3ccccc3)CC2)nc2c(C)cccn2c1=O | -3.1 | 6.1 | -5.7 | -1.6% | -0.3% | -0.2 | 14.7% | 11.8 | 8.2%
CCC[C@@H]1CCCO[C@@](C(=O)NCc2cc(C)n(C)n2)(C(F)(F)F)C1 | x | x | 1.1 | 0.3%&0.3% | -0.2%&2.6% | x | x | x | -13.2%
Nc1nc(SCC(=O)N2CCOCC2)n[nH]1 | -0.1 | -1.3 | -1.9 | -3.1% | 0.6% | 3.5 | 0.4% | -20.9 | 4.2%
Cc1cc(C(=O)OCC(=O)N2CCN(c3ccccc3)CC2)c2ccccc2n1 | 0.9 | -19.7 | -3.3 | -2.7% | 7.8% | 0.5 | -0.3% | -27.6 | -4.1%
Cc1ccc(S(=O)(=O)N2CCN(c3ccc([N+](=O)[O-])c(Sc4nncn4C)c3)CC2)cc1 | -4.1 | -4.6 | -4.8 | -4.1% | -0.2% | 1.0 | 0.0% | -7.7 | -3.6%
COc1ccc(N2C(=NC(=O)C3CCCCC3)SC3CS(=O)(=O)CC32)cc1 (stereo not drawn) | -2.9 | 1.9 | -0.9 | -3.4% | -3.4% | 1.6 | -2.7% | 0.6 | 4.5%
O=C(NC1CCCC1)c1cc(-c2ccc(Cl)cc2)on1 | -8.6 | -0.2 | -0.8 | 5.1% | -4.6% | 1.5 | 0.1% | x | -7.1%
N#Cc1c(N)n(CCNC(=O)c2ccc(Cl)cc2)c2nc3ccccc3nc12 | -5.8 | 2.4 | 9.8 | -5.7% | -29.4% | 0.9 | 4.6% | -2.4 | -20.1%
Cc1ccc(C)[n+](CC(=O)N2CCCCC2)c1 | -1.9 | -2.1 | -9.5 | -1.5% | 2.0% | 4.3 | -0.9% | 15.1 | -1.3%
O=C1c2[nH]nc(-c3ccccc3O)c2C(c2cccc(Br)c2)N1Cc1ccncc1 (stereo not drawn) | 0.5 | 15.9 | -0.5 | -2.0% | u | 0.4 | 1.8% | -2.2 | -3.4%
Cc1ccc(CCNS(=O)(=O)c2ccc3c(c2)CC(C)N3C(=O)C2CCC2)cc1 (stereo not drawn) | -1.9 | 2.5 | 4.5 | -3.9% | 3.9% | 0.8 | 0.4% | -7.2 | -4.8%
COc1ccc(CCNC(=O)c2cnn(-c3cccc(C)c3)c2C2CCN(C(=O)OC(C)(C)C)CC2)cc1OC | -2.3 | -13.8 | -5.0 | -2.8% | 1.3% | 0.1 | -5.9% | -2.7 | 16.1%
Cc1cccc(Cn2cnc3c(nnn3Cc3ccccc3F)c2=O)c1 | -5.5 | 9.1 | 0.6 | 2.2% | -14.0% | 1.1 | 3.4% | 8.0 | -1.9%
O=C(CCc1ccc(S(=O)(=O)N2CCOCC2)cc1)Nc1ccc2ccccc2c1 | -5.0 | -27.2 | 5.2 | -0.9% | -2.8% | 16.4 | 1.3% | 4.2 | -4.8%
CN(C)S(=O)(=O)c1ccc(N2CCCC2)c(C(=O)NC2CCCCC2)c1 | -9.1 | -1.1 | 1.8 | -3.5% | 0.1% | 0.3 | 4.0% | -4.6 | -10.5%
Cc1ccc(-c2ccc(=O)n(CC(=O)Nc3ccc(C)cc3Cl)n2)cc1 | -0.9 | -12.6 | 1.5 | 0.5% | 5.1% | -0.4 | -2.9% | 2.6 | 3.0%
CCCC/C(O)=C1\C(=O)CC(C)(C)CC1=Nc1ccc(N)cc1 | -2.5 | 4.7 | -5.2 | 0.6% | 1.8% | 5.2 | 2.7% | 2.7 | -2.9%
Cc1cccc(-c2nc3c(c(=O)c4ccccc4n3C)c(=O)n2-c2ccccc2)c1 | -1.4 | 13.7 | -2.5 | 3.9% | 2.9% | 2.0 | u | -16.8 | -1.7%
COc1ccc(C)cc1-n1nnnc1SCC1CCCCO1 (stereo not drawn) | -4.8 | -35.9* | 2.6 | -4.3% | 0.9% | 18.1 | 0.7% | -6.6 | -9.3%
COc1cccc(OC)c1C(=O)N1CCN(c2c(Cc3ccccc3)c(C)nc3ncnn23)CC1 | 0.5 | -1.5 | -18.3 | -3.0% | -0.4% | -0.1 | 1.5% | 9.3 | -4.7%
Cc1ccc2ncnc(Oc3ncccc3NC(=O)C(C)(C)C)c2c1 | 5.5 | 13.6 | 3.3 | 2.1% | -1.9% | 4.6 | -2.5% | 3.0 | -3.1%
CSc1ccccc1NC(=O)CCn1c(=O)sc2ccccc21 | -6.1 | -3.9 | -7.3 | -3.2% | -2.5% | 0.1 | 3.2% | 3.6 | -11.4%
Cc1c(C(=O)O)sc(=S)n1-c1ccc(Cl)cc1 | -0.7 | -11.7 | -2.8 | -0.2% | 0.9% | 2.4 | -1.3% | -14.5 | -9.3%
Cn1c(-c2cc3ccccc3oc2=O)nc2ccccc21 | -2.4 | 14.8 | -6.8 | 0.8% | 1.7% | 0.0 | 6.4% | 0.2 | 12.3%
Cc1ccc(CNc2ncnc3c2cnn3-c2ccccc2)cc1 | 2.1 | 60.2 | 0.0 | 4.2% | -6.5% | 53.0* | 12.5% | 6.8 | -2.8%
Cc1nc2ccccc2c(=O)n1N(c1ccccc1)c1ccccc1 | -1.1 | -2.0 | -1.8 | 0.9% | -13.0% | 1.1 | 2.4% | 2.7 | -9.3%
CC(C)(C)OC(=O)NCc1ccc(NC(=O)c2nc[nH]c2C(=O)N[C@@H](Cc2ccccc2)C(=O)OC(C)(C)C)cc1 | 0.2 | 6.0 | 1.4 | -2.8% | -2.1% | 5.8 | 0.4% | 2.6 | -0.4%
Cn1c(=O)c(=O)n(C)c2cc(S(=O)(=O)N3CCCC3C(=O)Nc3ccc(F)cc3)ccc21 (stereo not drawn) | -10.5&-0.7 | -17.5&8.0 | 1.4&-6.2 | -1.6%&-2.4% | -0.9%&1.6% | 0.6&-1.1 | 11.4%&5.0% | -0.7&-0.5 | 3.1%&2.1%
CC(=O)N1CCN(Cc2nc3cc(NC(=O)c4ccccc4Cl)ccc3n2C)CC1 | -5.0 | 12.4 | -5.9 | -4.8% | 0.9% | 1.6 | 0.8% | 2.9 | -41.4%
O=C1NC(=S)N(C(=O)c2ccc(F)cc2)/C1=C/c1ccccc1 | -2.5 | -8.2 | -7.0 | 18.5% | u | 79.8* | -1.4% | 5.3 | u

Just D1 potentiator and D1 agonist (two entries from above):
Structure | D1 potentiator | D1 agonist
Cn1c(=O)c(=O)n(C)c2cc(S(=O)(=O)N3CCCC3C(=O)Nc3ccc(F)cc3)ccc21 (stereo not drawn) | -10.5&-0.7 | 0.6&-1.1
CC(=O)N1CCN(Cc2nc3cc(NC(=O)c4ccccc4Cl)ccc3n2C)CC1 | -5.0 | 1.6
